Screens: PubChem BioAssay, several laboratories
AID2073 – inhibitors of Mint1-CaV2.2 protein interaction, biochemical, HTRF (AID 2073). HTRF protein-protein interaction, Mint1-CaV2.2; higher % means a stronger effect. inhibition, % at 20 µM, or IC50 in µM where a hit was titrated. 290,000 tested, 0.19% active; in the data active means inhibition mostly above about 51%, no sharp cut-off; inconclusive means no clear call, values can overlap the other calls; inactive means mostly below about 53%; further: some results filed as inactive read as strong as hits
NS5 inhibitors – flavivirus cap methylation enzyme inhibition – biochemical, confirmation dose response, primary screen (AID 588689). Dengue-2 NS5 methyltransferase capping enzyme assay, biochemical; higher % means a stronger effect. inhibition, % at 25 µM, or IC50 in µM where a hit was titrated. 340,000 tested, 0.3% active; in the data active means a potency from the dose series; inconclusive means inhibition above about 29% without an active follow-up result
KOR beta-arrestin-1 – KOR agonists, beta-arrestin recruitment, primary screen, cell-based, luminescence, uHTS (AID 1777). KOR beta-arrestin recruitment, luminescence; higher % means a stronger effect. activation, % at 10 µM, or EC50 in µM where a hit was titrated. 280,000 tested, 0.02% active; in the data active means activation above about 50%, passing the limit was not always enough; further: a part of the inactive calls stands beside numbers as strong as those of hits
West Nile antiviral – inhibition of WNV-induced cytopathic effect – cell-based, CPE readout (AID 1621); West Nile virus-infected cells, CPE inhibition; higher % means a stronger effect; CPE inhibition, % at 10 µM; hits with a dose series show IC50 in µM; 290,000 tested, 0.02% active; in the data active means a potency from the dose series; inconclusive means CPE inhibition mostly from about 3.7% at the one dose, without a potency; inactive means the rest, 99 in 100 with CPE inhibition below about 2.2%; further: strong numbers were not always called active
Yfh1-off respiration – mitochondrial function rescue without frataxin homolog – Friedreich's ataxia, plus single-dose screen, dose response (AID 1465); S. cerevisiae Yfh1-off respiration, WST-1 reduction, 72 h; higher fold induction means a stronger effect; fold induction at 50 µM, or EC50 in µM where a hit was titrated; 220,000 tested, 0.074% active;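 active means fold induction of absorbance versus untreated yeast above a set limit, then at least 30% activation at any dose in follow-up; inconclusive means repeats straddling the limit, or above it without dose testing; inactive means fold induction below the set limit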;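 further: activators that raise dye reduction in frataxin-depleted yeast; strong numbers were not always called active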
NOD2 inhibition – inhibition of NOD2-driven NF-kB reporter – cell-based, luminescence, uHTS, HEK293 (AID 1566). HEK293 NOD2/NF-kB luciferase reporter, luminescence; higher % means a stronger effect. 290,000 tested, 0.63% active. inhibition, % at 4 µM; hits with a dose series show EC50 in µM; further: many of its hits are not listed in these tables
HIV peptide binding – inhibitors of HIV fusion peptide binding, primary screen, biochemical, uHTS, fluorescence dequenching (AID 1986); cell-free peptide binding, fluorescence dequenching, 30 min; higher % means a stronger effect; inhibition, % at 20 µM; hits with a dose series show IC50 in µM; 290,000 tested, 0.3% active; in the data active means inhibition mostly above about 52%, no sharp cut-off; inactive means mostly below about 76%; further: some results filed as inactive read as strong as hits
NOD1 inhibition – NOD1 signaling inhibitors, primary screen, cell-based, luminescence, uHTS (AID 1578). NOD1-driven NF-kB luciferase reporter cells, luminescence; higher % means a stronger effect. one-dose inhibition, % at 4 µM; EC50 in µM for titrated hits. 290,000 tested, 1% active; in the data active means inhibition mostly above about 36%, no sharp cut-off; inactive means mostly below about 34%;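 further: HEK-293T reporter cells stimulated with the NOD1 agonist gamma-tri-DAP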
KOR beta-arrestin-2 – KOR antagonists, beta-arrestin recruitment, cell-based, luminescence, uHTS (AID 1778) | 290,000 tested, 0.091% active | KOR beta-arrestin recruitment, luminescence, antagonist mode; higher % means a stronger effect | inhibition, % at 10 µM, or IC50 in µM where a hit was titrated; further: strong numbers were not always called active
NS5 inhibitors pilot replicate – recorded beside NS5 inhibitors, whose call it bears; inhibition, %; measured here: pilot screen replicate inhibition
* = called active by the depositor; i = inactive; u = inconclusive; x = no result given; & = joins results of further samples; [ ] = dose if it differs, or a comment. Unless noted, no stated cut-off is given here; in the data, active means inhibition above about 50%; inactive means the rest. A portion of the library; the hit share may differ from the screen's.

SMILES | AID2073 | NS5 inhibitors | KOR beta-arrestin-1 | West Nile antiviral | Yfh1-off respiration | NOD2 inhibition | HIV peptide binding | NOD1 inhibition | KOR beta-arrestin-2 | others
Cc1ccc(F)cc1NC(=O)c1cccc(N(C)C)c1 | 7% | 5% | -4.9% | 0.2% | i | -14% | -1.1% | -7% | -65% | NS5 inhibitors pilot replicate=-2.9
O=[N+]([O-])c1ccc(N/N=C/c2ccc(O)c(O)c2O)c(S(=O)(=O)N2CCOCC2)c1 | u | 4.6µM* | -10% | 0.0% | i | 3% | 41% | -39% | -28%[20 µM]
CCSc1nc2cc(OC)c(OC)cc2c(=O)n1CCc1ccccc1 | 0% | -5% | -7.7% | 0.7% | i | 36% | 4.5% | 19% | -2%
Cc1ccc(CNC(=O)C(=O)NCC2OCCN2C(=O)c2cccs2)cc1 (configuration not stated) | 1% | -1% | -0.1% | -0.6% | i | 9% | 0.3% | -12% | 24%
CCCN(Cc1cc2ccccc2[nH]c1=O)C(=O)c1cccc([N+](=O)[O-])c1 | 7% | -3% | 5.0% | -0.9% | i | 16% | -0.9% | -8% | 17%
COc1ccc(NC(=O)c2ccccc2Oc2ccccc2)cc1 | -2% | -4% | -1.0% | -1.4% | x | 18% | -0.7% | -8% | 0%[20 µM]
Cn1nnc2c(N3CCCCC3)nccc21 | 11% | 11% | 8.5% | 0.6% | i | 10% | 0.8% | -20% | 11%
COc1ccccc1-n1cnc2cc(NCc3cccs3)ccc21 | -9% | -2% | -3.5% | 0.4% | i | -2% | -3.8% | -25% | -88%
Cc1ccc(CC(=O)Nc2ccccc2N2CCOCC2)cc1C | -2% | 3% | -0.4% | -0.8% | i | -5% | 1.1% | 2% | -5%
COc1ccc(-c2n[nH]c(=S)n2N)c(OC)c1 | 15% | -3% | -4.4% | 0.0% | i | 8% | -1.3% | -27% | 12%
CCOC(=O)c1sc2nc(C)cc(C)c2c1N | 23% | -5% | 0.3% | 1.9% | i | -23% | -0.7% | -40% | 9% | NS5 inhibitors pilot replicate=-3.8
COc1cc(N=Nc2c(O)c3ccccc3[nH]c2=O)c(OC)cc1N=Nc1ccccc1 | 33% | 1% | -0.2% | 1.2% | i | 33% | -2.9% | -14% | 3%
CC(=O)c1c(C(C)=O)c(C)n(NC(=O)c2ccc(Cl)cc2)c1C | 9% | 4% | -9.0% | -0.4% | i | -8% | 1.5% | 9% | -23%
CCOC(=O)c1[nH]c(C)c(C(=O)Nc2cc(Cl)ccc2C)c1C | 1% | 7% | -0.8% | 1.2% | i | -23% | 0.1% | -30% | -108%
N#CCCn1cc(/C=C(\C#N)c2nc3ccccc3s2)c(-c2ccc(F)cc2)n1 | 15% | 17% | 22% | 0.3% | i | 12% | 3.7% | -15% | -13%
O=C(CCS(=O)(=O)c1ccccc1)Nc1ccc2c(c1)C(=O)NC2=O | 32% | -1% | 1.0% | 0.0% | i | 18% | 0.6% | -20% | -2%
O=C(Nc1c2c(nc3ccccc13)CCCC2)c1ccccc1Br | 2% | -3% | -5.1% | -0.1% | i | -25% | 6.6% | 22% | -42%
Cc1ccc(NC(=S)NC(=O)c2ccc(Br)o2)c(C)c1 | -14% | -3% | -7.1% | -0.3% | i | -76% | -0.6% | -18% | -7%[20 µM]
CCCn1c(N2CCN(CC(=O)NCc3cccs3)CC2)nc2ccccc21 | -8% | 5% | -6.4% | -0.5% | i | 4% | -0.8% | -6% | 30%
COC(=O)c1[nH]cnc1C(=O)c1ccccc1 | 1% | 2% | 25% | 0.5% | i | -5% | -0.8% | -17% | 4%
Cc1ccc(N2CC(C(=O)Nc3ccc(S(=O)(=O)NCC4CCCO4)cc3)CC2=O)cc1C (configuration not stated) | -4% | 2% | -2.5% | -0.1% | x | 9% | 0.8% | 3% | 8%
O=C1CN(C(=O)CNCc2ccccc2Cl)c2ccccc2N1 | -20% | 2% | 2.6% | 0.0% | i | 10% | 1.4% | 0% | 2%
CCOc1ccccc1-c1cc(-c2ccccc2)nc2c1c(=O)n(C)c(=O)n2C | 2% | -1% | -3.7% | x | x | 12% | 0.5% | 22% | -10%
O=S(=O)(Nc1cccnc1)c1cc(Cl)ccc1Cl | 8% | -5% | -3.4% | 1.4% | i | -6% | 3.6% | -16% | -1%
O=C1OCCC1Sc1nnc(-c2cccc(Br)c2)o1 (configuration not stated) | -1% | -3% | -5.0% | -0.3% | i | 3% | 12% | 11% | -25%
CCCCCc1cc(=O)[nH]c(=S)[nH]1 | -1% | 2% | -2.8% | 0.3% | i | 8% | -1.1% | 10% | 28%
COc1ccc(C(CC(=O)N2CCCCC2)c2c(O)cc(OC)cc2OC)cc1 (configuration not stated) | 6% | -10% | 0.3% | -0.5% | i | -10% | -0.7% | 10% | -5%
CSc1ccc(S(=O)(=O)Nc2ccccc2C(=O)N2CCOCC2)cc1 | 1% | -11% | -1.8% | -0.5% | x | 9% | 0.6% | -12% | 6%
COc1ccc(Cl)cc1C(=O)Nc1ccc(CN2CCCCC2)cc1 | 8% | 2% | 0.3% | -0.4% | i | 0% | 0.6% | -43% | -36%[20 µM]
O=C(NC1(C(F)(F)F)NC(=O)N(CC2CCCCC2)C1=O)c1ccco1 (configuration not stated) | 1% | 3% | 12% | -0.2% | i | -5% | 3.0% | -3% | -2%
Cc1ccc(N(CC(=O)NCC2CCCO2)C(=O)CCC(=O)Nc2ccccn2)cc1 (configuration not stated) | 17% | x | -2.0% | 0.3% | i | 10% | 3.6% | -7% | 3%
CC1CCN(C(=O)CSc2nnc(-c3cc4ccccc4cc3O)n2Cc2ccco2)CC1 | 46% | -8% | -4.3% | -0.5% | i | -237% | 0.1% | 7% | 2%
c1ccc2c(c1)OCCOCCOc1ccccc1OCCOCCO2 | -8% | -4% | 0.4% | 1.3% | i | 7% | -0.2% | 6% | -42%
COc1cc(-c2nc3n(n2)C(c2ccncc2)C(C(N)=O)=C(C)N3)cc(OC)c1OC (configuration not stated) | 10% | 6% | 4.5% | 0.0% | i | 17% | -3.3% | -18% | 0%
CCC(=O)Nc1nc2c(OC)ccc(OC)c2s1 | 6% | -3% | -5.0% | 0.4% | i | 6% | -0.5% | -8% | -12%
COc1cc(CN2CCCC(CO)(Cc3ccccc3)C2)ccc1O (configuration not stated) | 4% | -15% | -6.8% | -1.2% | x | 3% | -0.4% | -26% | -1%[20 µM]
Cc1cc(OCC(O)CN2CCN(C)CC2)ccc1C(C)C (configuration not stated) | -2% | 2%&0% | 1.3% | -0.1% | i | 7% | 1.1% | -6% | -12%
Cc1nc(N)nc(N/N=C/c2ccccc2)n1 | 4% | -3% | 8.3% | 0.9% | i | 6% | 1.1% | 1% | -14%
O=C(NCCN1CCN(c2ccccc2)CC1)Nc1ccccc1Br | u | -7% | -4.0% | -0.7% | x | 14% | -2.1% | 5% | -11%
CCc1c(O)nc(SCC(=O)N2CCc3cc(OC)c(OC)cc3[C@@H]2C)[nH]c1=O | 10% | -6% | -4.8% | -0.3% | x | 6% | 1.9% | -12% | -4%[20 µM]
O=C(CN(C(=O)C1COc2ccccc2O1)c1ccccc1)NCC1CCCO1 (configuration not stated) | 2% | -3% | 0.3% | -0.4% | i | 13% | -2.2% | 16% | 12%
COc1ccc(OC)c(NC(=O)CSc2nnc(-c3ccco3)n2-c2ccccc2)c1 | -6% | -4% | -0.8% | -0.2% | i | 2% | -1.8% | 2% | 44%
Cc1cccc(CN2CCC(CNC(=O)Cn3ncc4c([nH]c5ccccc54)c3=O)CC2)c1 | 10% | -3% | -2.7% | -0.5% | x | 1% | 1.1% | -7% | -12%
CCn1nc(C(=O)OC2CCOC2=O)c2ccccc2c1=O (configuration not stated) | -8% | 1% | 1.8% | 0.1% | i | 7% | 1.7% | -28% | -42%
O=S(=O)(Nc1ncccn1)c1ccc(NS(=O)(=O)c2cc(Cl)ccc2Cl)cc1 | 8% | 1% | -2.1% | -0.5% | i | -1% | 6.1% | -20% | -18%
Cc1cc(C)nc(NC(N)=NCCc2c[nH]c3ccccc23)n1 | -1% | -11% | x | 1.9% | i | 16% | -0.3% | 12% | -40%[20 µM]
CCOC(=O)C(NC(=O)CC)(Nc1sc(C)c(CC)c1C#N)C(F)(F)F (configuration not stated) | -6% | -3% | -5.5% | -1.6% | i | -1% | 1.0% | -14% | 13%
CCC(C)NCCCCOc1ccc(Br)cc1 (configuration not stated) | 3% | 3% | 1.0% | -1.0% | i | -8% | 0.5% | -28% | 34%
C/C(=N\NC(=O)CN1CCCCC1)c1ccccc1O | -2% | 1% | -1.1% | -0.2% | x | 18% | 2.5% | -3% | -5%
Nc1cc(=O)[nH]c(SCC(=O)Nc2ccc3c(c2)CCC3)n1 | -3% | -8% | -4.0% | -0.6% | i | 16% | 1.1% | -16% | -3%
O=C(CCC1CCCN(c2ncccn2)C1)NCc1ccc(F)c(F)c1 (configuration not stated) | 11% | x | x | 0.0% | i | 11% | 0.8% | -38% | 1%[20 µM]

Ordered by length of the SMILES (low to high): part of the list above
SMILES | AID2073 | NS5 inhibitors | KOR beta-arrestin-1 | West Nile antiviral | Yfh1-off respiration | NOD2 inhibition | HIV peptide binding | NOD1 inhibition | KOR beta-arrestin-2 | others
CCC(C)NCCCCOc1ccc(Br)cc1 (configuration not stated) | 3% | 3% | 1.0% | -1.0% | i | -8% | 0.5% | -28% | 34%
Cc1cc(C)nc(NC(N)=NCCc2c[nH]c3ccccc23)n1 | -1% | -11% | x | 1.9% | i | 16% | -0.3% | 12% | -40%[20 µM]
O=C(CCC1CCCN(c2ncccn2)C1)NCc1ccc(F)c(F)c1 (configuration not stated) | 11% | x | x | 0.0% | i | 11% | 0.8% | -38% | 1%[20 µM]

In the list so far, two contain a CF3 group:
SMILES | AID2073 | NS5 inhibitors | KOR beta-arrestin-1 | West Nile antiviral | Yfh1-off respiration | NOD2 inhibition | HIV peptide binding | NOD1 inhibition | KOR beta-arrestin-2 | others
O=C(NC1(C(F)(F)F)NC(=O)N(CC2CCCCC2)C1=O)c1ccco1 (configuration not stated) | 1% | 3% | 12% | -0.2% | i | -5% | 3.0% | -3% | -2%
CCOC(=O)C(NC(=O)CC)(Nc1sc(C)c(CC)c1C#N)C(F)(F)F (configuration not stated) | -6% | -3% | -5.5% | -1.6% | i | -1% | 1.0% | -14% | 13%
